NFkB binder – NF-kappa-B p105 (human) binding. 17,000 compounds, 1.3% hits. calls only. Small molecule microarray, anti-His fluorescence binding;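 active means spot fluorescence over background significantly raised, with a chance value under 7% in all four replicate spots of the compound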;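 further: probe protein is his-tagged human p50 processed subunit at 1 µg/ml; raw spot fluorescence signals with no normalization applied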
Target sequence (P19838 1-433 limits assumed): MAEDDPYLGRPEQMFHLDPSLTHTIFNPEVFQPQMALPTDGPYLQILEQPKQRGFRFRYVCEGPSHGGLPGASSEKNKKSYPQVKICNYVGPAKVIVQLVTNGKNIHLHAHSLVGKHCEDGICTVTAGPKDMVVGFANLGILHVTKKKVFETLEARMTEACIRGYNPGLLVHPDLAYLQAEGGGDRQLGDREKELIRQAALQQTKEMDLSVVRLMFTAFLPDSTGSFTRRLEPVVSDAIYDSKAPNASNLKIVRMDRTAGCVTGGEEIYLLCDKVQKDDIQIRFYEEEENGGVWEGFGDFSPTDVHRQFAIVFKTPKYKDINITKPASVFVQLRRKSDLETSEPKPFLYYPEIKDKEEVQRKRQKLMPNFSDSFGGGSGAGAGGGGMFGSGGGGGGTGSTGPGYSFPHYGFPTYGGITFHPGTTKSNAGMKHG
Calls only; i = inactive.

SMILES | NFkB binder
C[C@@H]1CN([C@@H](C)CO)C(=O)c2cccc(NC(=O)Nc3ccc(C(F)(F)F)cc3)c2O[C@H]1CN(C)CC1CC1 | i
C[C@]12CCC3C4(C=CC5(C=C4C(=O)c4cc6ccccc6s4)C[C@@H](O)CC[C@]35C)C1CC[C@@]2(O)CN1CCC(n2c(=O)[nH]c3ccccc32)CC1 (stereo not given in full) | i
O=C1CC(c2ccc(O)cc2)Oc2cc(O[C@@H]3O[C@H](CO)[C@@H](O)[C@H](O)[C@H]3O)cc(O)c21 (stereo not given in full) | i
C[C@H](CO)N1C[C@H](C)[C@H](CN(C)C(=O)Nc2ccccc2)Oc2c(NC(=O)c3ccc(-c4nccs4)cc3)cccc2C1=O | i
C[C@@H]1CCCCO[C@@H](CN(C)S(=O)(=O)c2cccs2)[C@@H](C)CN([C@@H](C)CO)C(=O)c2cc(NC(=O)CCCN(C)C)ccc2O1 | i
O=C(O)CN(Cc1ccccc1Cl)S(=O)(=O)c1ccc(Br)cc1 | i
Cc1noc(C)c1NC(=O)N(C)C[C@H]1Oc2ccc(NC(=O)C3CC3)cc2CC(=O)N([C@@H](C)CO)C[C@@H]1C | i
Cc1cc(C(=O)Nc2cccc3c2O[C@@H](CN(C)Cc2ccc(C(F)(F)F)cc2)[C@H](C)CN([C@H](C)CO)C3=O)n(C)n1 | i
COc1c(C2OCC(O)C(O)C2O)c(O)cc2oc(-c3ccc(OC4OC(C)C(O)C(O)C4O)cc3)cc(=O)c12 (stereo not given) | i
Cc1ccnc(SCC(=O)c2ccc([N+](=O)[O-])cc2)n1 | i
C[C@@H]1CN([C@H](C)CO)C(=O)c2cc(NC(=O)Nc3ccc(F)cc3)ccc2O[C@H]1CN(C)Cc1ccncc1 | i
C[C@@H]1CN([C@@H](C)CO)C(=O)c2cc(NC(=O)NC3CCCCC3)ccc2O[C@H]1CN(C)Cc1ccc(C(=O)O)cc1 | i
CNC[C@@H]1Oc2ccc(NC(=O)C3CC3)cc2CC(=O)N([C@H](C)CO)C[C@H]1C | i
C[C@H]1CN([C@@H](C)CO)C(=O)Cc2cc(NC(=O)Cc3ccccc3)ccc2O[C@@H]1CN(C)Cc1ccncc1 | i
Cc1noc(C)c1NC(=O)Nc1cccc2c1O[C@H](CN(C)C(=O)NC1CCCCC1)[C@H](C)CN([C@H](C)CO)C2=O | i
COc1ccc(S(=O)(=O)Nc2ccc3c(c2)C(=O)N([C@@H](C)CO)C[C@@H](C)[C@H](CN(C)C(=O)Nc2ccc4c(c2)OCO4)OCCCC[C@@H](C)O3)cc1 | i
Cc1noc(C)c1S(=O)(=O)N(C)C[C@@H]1Oc2ccc(NS(=O)(=O)c3cn(C)cn3)cc2C(=O)N([C@@H](C)CO)C[C@@H]1C | i
C/C=C1\C(O[C@@H]2O[C@H](CO)[C@@H](O)[C@H](O)[C@H]2O)OC=C(C(=O)OC)C1CC(=O)OCC(O)c1ccc(O)c(O)c1 (stereo not given in full) | i
C[C@H](CO)N1C[C@H](C)[C@H](CN(C)C(=O)Nc2ccc(C(F)(F)F)cc2)Oc2ccc(NS(C)(=O)=O)cc2CC1=O | i
COC(=O)c1c(NC(=O)c2cc(-c3ccccn3)nc3ccc(Br)cc23)sc(C(=O)N(C)C)c1C | i
O=[N+]([O-])c1ccc(OCc2nc(-c3ccccn3)no2)cc1 | i
C[C@H](CO)N1C[C@H](C)[C@@H](CN(C)Cc2ccc(C(F)(F)F)cc2)Oc2ccc(NC(=O)Nc3ccc4c(c3)OCO4)cc2C1=O | i
COc1ccc(/C=C/C(=O)O[C@@H]2[C@@H](O)[C@@H](O)[C@H](O[C@@H]3C=C(CO)[C@H]4[C@H](O[C@@H]5O[C@H](CO)[C@@H](O)[C@H](O)[C@H]5O)OC=C[C@H]43)O[C@H]2C)cc1O | i
Cc1noc(C)c1NC(=O)Nc1cccc2c1O[C@@H](CN(C)C(=O)Nc1ccc(F)cc1)[C@@H](C)CN([C@H](C)CO)C2=O | i

Continued; the last 3 above are carried over.
SMILES | NFkB binder
C[C@H](CO)N1C[C@H](C)[C@@H](CN(C)Cc2ccc(C(F)(F)F)cc2)Oc2ccc(NC(=O)Nc3ccc4c(c3)OCO4)cc2C1=O | i
COc1ccc(/C=C/C(=O)O[C@@H]2[C@@H](O)[C@@H](O)[C@H](O[C@@H]3C=C(CO)[C@H]4[C@H](O[C@@H]5O[C@H](CO)[C@@H](O)[C@H](O)[C@H]5O)OC=C[C@H]43)O[C@H]2C)cc1O | i
Cc1noc(C)c1NC(=O)Nc1cccc2c1O[C@@H](CN(C)C(=O)Nc1ccc(F)cc1)[C@@H](C)CN([C@H](C)CO)C2=O | i
Cc1oc(-c2cc(Cl)cc(Cl)c2)cc1C(=O)NCc1ccco1 | i
C[C@@H]1CN([C@@H](C)CO)C(=O)Cc2cc(NC(=O)C3CC3)ccc2O[C@H]1CN(C)C | i
C[C@H](CO)N1C[C@H](C)[C@@H](CN(C)C(=O)Nc2cccc3ccccc23)Oc2ccc(N(C)C)cc2CC1=O | i
COc1cc(S(=O)(=O)Nc2cccnc2)ccc1F | i
CNC[C@H]1Oc2ccc(NC(=O)Nc3c(C)noc3C)cc2CC(=O)N([C@H](C)CO)C[C@@H]1C | i
C[C@@H]1CN([C@H](C)CO)C(=O)Cc2cc(NS(C)(=O)=O)ccc2O[C@H]1CN(C)CC1CC1 | i
C[C@H]1CN([C@@H](C)CO)C(=O)Cc2cc(NS(=O)(=O)c3cccs3)ccc2O[C@@H]1CN(C)Cc1ccc2c(c1)OCO2 | i
O=c1c(-c2ccc(O[C@@H]3O[C@H](CO)[C@@H](O)[C@H](O)[C@H]3O)cc2)coc2c([C@@H]3O[C@H](CO)[C@@H](O)[C@H](O)[C@H]3O)c(O)cc(O)c12 | i
COc1ccc(S(=O)(=O)N(C)C[C@@H]2Oc3c(NC(=O)Nc4c(C)noc4C)cccc3C(=O)N([C@@H](C)CO)C[C@H]2C)cc1 | i
O=C(c1ccccc1)C(c1ccccc1)n1nnc2ccccc21 (stereo not given) | i
COc1ccc(C(=O)NCCSc2ccccn2)cc1 | i
C[C@@H]1CN([C@@H](C)CO)C(=O)c2cc(NC(=O)Nc3cccc4ccccc34)ccc2O[C@@H]1CN(C)C(=O)Nc1ccccc1 | i
COc1cccc(/C=C/c2cc(C(F)(F)F)[nH]c(=O)n2)c1OCC(=O)O | i
C[C@H]1CN([C@@H](C)CO)C(=O)c2cccc(NC(=O)c3ccncc3)c2O[C@@H]1CN(C)C(=O)Nc1ccccc1 | i
C[C@@H]1CCCCO[C@H](CN(C)Cc2ccncc2)[C@@H](C)CN([C@H](C)CO)C(=O)c2cc(N(C)C)ccc2O1 | i
Cc1noc(C)c1S(=O)(=O)Nc1ccc2c(c1)C(=O)N([C@@H](C)CO)C[C@@H](C)[C@@H](CN(C)C(=O)Nc1ccc3c(c1)OCO3)O2 | i
Cc1ccc([N+](=O)[O-])cc1NC(=O)Cn1cnc2ccccc2c1=O | i
C[C@@H]1CCCCO[C@H](CN(C)S(=O)(=O)c2cccs2)[C@H](C)CN([C@H](C)CO)C(=O)c2cc(NC(=O)NC3CCCCC3)ccc2O1 | i
C[C@@H]1CN([C@H](C)CO)C(=O)Cc2cc(N(C)C)ccc2O[C@@H]1CN(C)S(=O)(=O)c1cccs1 | i
C[C@H](CO)N1C[C@H](C)[C@H](CN(C)C(=O)Nc2ccccc2)Oc2c(NC(=O)c3nc4ccccc4s3)cccc2C1=O | i
C[C@@H]1CN([C@H](C)CO)C(=O)Cc2cc(NC(=O)Cc3cn(C)c4ccccc34)ccc2O[C@H]1CN(C)CC1CC1 | i
O=C(Nc1ccccc1)c1ccc(Br)c(S(=O)(=O)Nc2ccccn2)c1 | i
C[C@@H]1CN([C@H](C)CO)C(=O)Cc2cc(NC(=O)Nc3ccc(F)cc3)ccc2O[C@H]1CN(C)C | i
COc1ccc(C#Cc2ccc3c(c2)[C@]2(C(=O)N3)[C@H](c3ccccc3OCCO)N3[C@H](c4ccccc4)[C@H](c4ccccc4)OC(=O)[C@H]3[C@@H]2C(=O)N2CCN(c3ncccn3)CC2)cc1 | i
Nc1ncnc2c1[nH]c(=S)n2CCOc1cccc2ccccc12 | i
CNC[C@H]1Oc2ccc(NC(=O)Cc3ccccc3)cc2CC(=O)N([C@@H](C)CO)C[C@H]1C | i
C[C@H]1CN([C@@H](C)CO)C(=O)c2cccc(NC(=O)c3ccncc3)c2O[C@@H]1CN(C)C(=O)Nc1cccc2ccccc12 | i
C[C@@H]1CCCCO[C@H](CN(C)Cc2ccc(C(=O)O)cc2)[C@H](C)CN([C@H](C)CO)C(=O)c2cc(NC(=O)C3CCCCC3)ccc2O1 | i
COc1ccc(CN(C)C[C@@H]2Oc3ccc(NC(=O)Cn4cnnn4)cc3CC(=O)N([C@@H](C)CO)C[C@@H]2C)cc1 | i
Cc1cccc(C)c1OCc1nnc2c3cnn(-c4ccccc4)c3ncn12 | i
Cc1ccc(C(=O)CCNc2ccc3c(c2)oc2ccccc23)o1 | i
COc1ccc(CN(C)C[C@@H]2Oc3ccc(NC(=O)Cc4ccccc4)cc3CC(=O)N([C@H](C)CO)C[C@@H]2C)cc1 | i
C[C@@H]1CCCCO[C@H](CN(C)Cc2ccccc2)[C@@H](C)CN([C@H](C)CO)C(=O)c2cc(NC(=O)CCCN(C)C)ccc2O1 | i
C[C@H](CO)N1C[C@H](C)[C@H](CN(C)Cc2ccc3c(c2)OCO3)Oc2ccc(NS(=O)(=O)c3ccccc3)cc2CC1=O | i
Cc1cccc(-c2nnc(SCC(=O)Nc3ccccc3F)o2)c1 | i
C=CC[C@H](OC(=O)Nc1ccc(OC)cc1)c1ccc(OCCO)cc1 | i

Some of the entries so far, with each value named.
C[C@@H]1CCCCO[C@H](CN(C)Cc2ccccc2)[C@@H](C)CN([C@H](C)CO)C(=O)c2cc(NC(=O)CCCN(C)C)ccc2O1
  NFkB binder: i
C[C@H](CO)N1C[C@H](C)[C@H](CN(C)Cc2ccc3c(c2)OCO3)Oc2ccc(NS(=O)(=O)c3ccccc3)cc2CC1=O
  NFkB binder: i
Cc1cccc(-c2nnc(SCC(=O)Nc3ccccc3F)o2)c1
  NFkB binder: i
C=CC[C@H](OC(=O)Nc1ccc(OC)cc1)c1ccc(OCCO)cc1
  NFkB binder: i

Later entries.
SMILES | NFkB binder
Cc1noc(C)c1S(=O)(=O)Nc1cccc2c1O[C@H](CN(C)C(=O)Nc1ccc(F)cc1)[C@H](C)CN([C@H](C)CO)C2=O | i
O=C(NCCCN1CCOCC1)c1ccc2nc(-c3ccccc3)c(-c3ccccc3)nc2c1 | i
CC(C)NC(=O)N(C)C[C@H]1OCCCC[C@H](C)Oc2ccc(NC(=O)Nc3ccc4c(c3)OCO4)cc2C(=O)N([C@H](C)CO)C[C@@H]1C | i
C[C@H]1CCCCO[C@H](CN(C)Cc2ccc(C(=O)O)cc2)[C@@H](C)CN([C@@H](C)CO)C(=O)c2cc(NC(=O)C3CCCCC3)ccc2O1 | i
COc1ccc(C)cc1S(=O)(=O)N(C)CC(=O)Nc1ccc(F)c(Cl)c1 | i
C[C@@H]1CN([C@H](C)CO)C(=O)Cc2cc(NC(=O)NC3CCCCC3)ccc2O[C@@H]1CN(C)C(=O)Nc1ccc(C(F)(F)F)cc1 | i
Cc1noc(C)c1NC(=O)Nc1ccc2c(c1)CC(=O)N([C@@H](C)CO)C[C@@H](C)[C@@H](CN(C)S(=O)(=O)c1cccs1)O2 | i
COc1ccc(S(=O)(=O)Nc2ccc3c(c2)C(=O)N([C@@H](C)CO)C[C@H](C)[C@@H](CN(C)C(=O)NC2CCCCC2)OCCCC[C@H](C)O3)cc1 | i
CC(C)NC(=O)N(C)C[C@@H]1Oc2ccc(NC(=O)CCN3CCOCC3)cc2CC(=O)N([C@@H](C)CO)C[C@H]1C | i
C[C@H](CO)N1C[C@H](C)[C@H](CN(C)Cc2ccc(C(F)(F)F)cc2)Oc2ccc(N(C)C)cc2C1=O | i
CCc1cc(-c2n[nH]c(C(=O)O)c2-c2nc(C)cs2)c(O)cc1O | i
COc1ccc(CN2CCCC2C(=O)Nc2ccc(OC)c(OC)c2)cc1OC (stereo not given) | i
COc1cc([C@@H]2c3cc4c(cc3C(OC3OC5COC(C)OC5C(O)C3O)C3OCC(=O)[C@@H]32)OCO4)cc(OC)c1O (stereo not given in full) | i
Nc1nc(SCC(=O)N2CCCc3ccccc32)[nH]c(=O)c1-c1ccccc1 | i
Cc1noc(C)c1NC(=O)Nc1cccc2c1O[C@@H](CN(C)C(=O)NC1CCCCC1)[C@@H](C)CN([C@@H](C)CO)C2=O | i
CNC[C@H]1Oc2c(NS(=O)(=O)c3ccc(Cl)cc3)cccc2C(=O)N([C@@H](C)CO)C[C@@H]1C | i
C[C@@H]1CN([C@@H](C)CO)C(=O)c2cc(NC(=O)NC3CCCCC3)ccc2O[C@@H]1CN(C)C(=O)Nc1cccc2ccccc12 | i
C[C@@H]1CCCCO[C@@H](CN(C)C(=O)CCCN(C)C)[C@@H](C)CN([C@H](C)CO)C(=O)c2cc(N(C)C)ccc2O1 | i
C[C@@H]1CCCCO[C@H](CN(C)Cc2ccccc2)[C@@H](C)CN([C@H](C)CO)C(=O)c2cc(NS(C)(=O)=O)ccc2O1 | i
COc1ccc(CN(C)C[C@@H]2Oc3ccc(NC(=O)Nc4cccc5ccccc45)cc3CC(=O)N([C@@H](C)CO)C[C@@H]2C)cc1 | i
CNC[C@@H]1Oc2ccc(NC(=O)Cc3cn(C)c4ccccc34)cc2CC(=O)N([C@H](C)CO)C[C@H]1C | i
CNC[C@H]1Oc2ccc(NC(=O)Cc3cn(C)c4ccccc34)cc2CC(=O)N([C@H](C)CO)C[C@@H]1C | i
COc1ccc(S(=O)(=O)Nc2cccc3c2O[C@H](CN(C)Cc2ccncc2)[C@@H](C)CN([C@H](C)CO)C3=O)cc1 | i
C=C1C(=O)O[C@@H]2C[C@H](C)C3C[C@H](O)[C@H](O)[C@@]3(C)C[C@H]12 (stereo not given in full) | i

Filtered by structure: those above with a nitro group on carbon.
SMILES | NFkB binder
Cc1ccnc(SCC(=O)c2ccc([N+](=O)[O-])cc2)n1 | i
O=[N+]([O-])c1ccc(OCc2nc(-c3ccccn3)no2)cc1 | i
Cc1ccc([N+](=O)[O-])cc1NC(=O)Cn1cnc2ccccc2c1=O | i

Screening results from PubChem BioAssay.

The list is partial; count on the stated rates, not on these rows.
